# Source: PubChem (National Center for Advancing Translational Sciences (NCATS))
# Nrf2 ARE act: activates Nrf2 signaling; AREc32 ARE-luciferase reporter (MCF7-derived line), luminescence, 24 h; Potency, µM (top dose mostly 46.1 µM), without a hit: at the top dose activation, usual class: activators; actives 0.31% (n = 410,000); AID 624171; further: potency means the concentration at half of the fitted maximal effect; % of control where 0% means no effect; nearly all actives have a fitted effect of over 65% in size
#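 ARE activation measured as luciferase luminescence (Steady-Glo, 30 min RT) in AREc32_Fluc cells after 24 hr compound exposure at 37 deg C, 5% CO2; cells seeded overnight at 1000/well in OPTI-MEM, 5% FBS.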
# pAkt inh: inhibitors of Akt phosphorylation; Neuro2A IGF-stimulated pAkt S473 HTRF, 20 min; hits give low values; activity change, % for hits at 50 µM; actives 0.32% (n = 360,000); in the data active means activity change below about -80%; inconclusive means mostly about -51% to -80%; further: on the % scale 0 is the no-effect control and ±100 the full control effect
#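 Neuro2A cells (4,500/well, DMEM with 0.5% FBS) were treated with compound at a single 50 µM final concentration, stimulated with 6 nM IGF for 20 min at 37 °C, and lysed. Phospho-Akt Ser473 was read by HTRF as 665/615 ratio ×10^4.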
# A549 tox: A549 cytotoxicity, counter-screen for Nrf2 inhibitors; actives 0.16% (n = 390,000); Potency, µM (series often up to 46 µM), inactives show top-dose activity change, negative = cytotoxicity, actives largely listed as inhibitors; A549 ARE-Fluc cells, CellTiter-Fluor viability, 18-24 h; further: potency means the concentration at half of the fitted maximal effect; on the % scale 0 is the no-effect control and ±100 the full control effect
#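 Cytotoxicity counterscreen: CellTiter-Fluor fluorescence was measured in A549 ARE_Fluc cells after 18-24 h of compound exposure in a concentration series. The subsequent BugLite luminescent read reports ARE-luciferase activity.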
# EPAC2 antagonist: antagonists of human EPAC2. Q8WZA2. EPAC2 GEF exchange of Rap1B-BODIPY-GDP, fluorescence. AID 720708. Potency, µM (doses to about 114 µM), without a hit: at the highest dose activity, negative = inhibition, most hits filed as inhibitors. actives 0.18% (n = 360,000); further: potency means the concentration at half of the fitted maximal effect; on the % scale 0 is the no-effect control and ±100 the full control effect; nearly all actives have a fitted effect of over 45% in size; many of its hits are not listed in these tables
# Target sequence (Q8WZA2 whole entry, looked up): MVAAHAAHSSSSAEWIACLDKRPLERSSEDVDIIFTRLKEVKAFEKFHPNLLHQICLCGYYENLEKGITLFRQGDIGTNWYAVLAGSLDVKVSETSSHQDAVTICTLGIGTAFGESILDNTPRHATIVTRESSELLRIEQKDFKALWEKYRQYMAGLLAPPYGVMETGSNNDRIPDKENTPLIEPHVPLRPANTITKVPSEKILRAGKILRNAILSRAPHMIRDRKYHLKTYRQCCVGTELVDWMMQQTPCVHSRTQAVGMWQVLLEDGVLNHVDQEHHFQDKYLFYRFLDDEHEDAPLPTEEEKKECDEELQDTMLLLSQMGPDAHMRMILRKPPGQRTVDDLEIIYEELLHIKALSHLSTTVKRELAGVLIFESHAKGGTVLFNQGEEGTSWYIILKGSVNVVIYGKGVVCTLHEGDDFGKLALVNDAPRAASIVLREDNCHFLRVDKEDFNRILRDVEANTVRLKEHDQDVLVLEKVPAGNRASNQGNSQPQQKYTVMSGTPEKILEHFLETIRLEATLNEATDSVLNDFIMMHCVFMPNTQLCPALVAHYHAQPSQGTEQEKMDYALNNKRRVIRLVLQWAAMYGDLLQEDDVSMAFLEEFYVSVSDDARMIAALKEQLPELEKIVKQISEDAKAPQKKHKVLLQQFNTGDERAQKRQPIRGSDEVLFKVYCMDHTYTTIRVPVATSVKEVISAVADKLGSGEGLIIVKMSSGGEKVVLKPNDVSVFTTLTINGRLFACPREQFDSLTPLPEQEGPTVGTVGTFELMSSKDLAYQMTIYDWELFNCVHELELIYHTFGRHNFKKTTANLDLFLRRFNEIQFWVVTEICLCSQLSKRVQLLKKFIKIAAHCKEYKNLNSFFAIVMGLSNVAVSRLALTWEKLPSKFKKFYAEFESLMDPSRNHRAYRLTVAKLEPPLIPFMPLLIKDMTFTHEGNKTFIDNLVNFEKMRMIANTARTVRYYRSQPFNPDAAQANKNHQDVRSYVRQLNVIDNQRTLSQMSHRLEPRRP
# Nrf2 inh: blocks Nrf2 signaling; A549 ARE-Fluc reporter, luciferase luminescence, 18-24 h; Potency, µM (titrated, usually from 46 µM), without a hit: at the highest dose activity change, negative = inhibition, actives largely listed as inhibitors; actives 2.1% (n = 360,000); AID 504444; further: potency means the concentration at half of the fitted maximal effect; on the % scale 0 is the no-effect control and ±100 the full control effect; nearly all actives have a fitted effect of over 60% in size
#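 Nrf2 activity is the BugLite luminescence, read 15 min after reagent at room temperature, following CellTiter-Fluor cytotoxicity readout (30 min, 37C). Compound titrations were applied for 18-24 h to 5000 A549 ARE_Fluc cells/well in 5% FBS OPTI-MEM.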
# CCT modulator: changes cytosolic chaperonin activity | purified chaperonin ATPase assay, HTRF ADP detection, 30 min | activity change, % (test concentration not listed), hits read low | actives 0.3% (n = 360,000) | AID 651819; in the data active means activity change below about -30%; further: on the % scale 0 is the no-effect control and ±100 the full control effect
#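 ATPase activity: ADP formed was measured by HTRF Transcreener (665/615 nm ratio) after 30 min at 37 deg C with 10 uM ATP. Compounds screened at one 76 uM concentration against 40 or 20 nM TRiC in Tris pH 7.4/KCl/MgCl2/DTT buffer.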
# EPAC2 ag: agonists of human EPAC2 (RAPGEF4); AID 720711; actives 0.079% (n = 360,000); Potency, µM (series often up to 154 µM), without a hit: at the top dose activation, hits mostly activators; EPAC2 activation, biochemical qHTS; response scale: 100% = 6.5 mM cAMP response; further: potency means the concentration at half of the fitted maximal effect; nearly all actives have a fitted effect of over 50% in size
#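 Readout is BODIPY fluorescence (480 nm excitation, 540 nm emission), which falls as labeled GDP is exchanged off Rap1B. EPAC2 at 100 nM acted on 250 nM RAP1B-BODIPY-GDP with 50 uM GDP present.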
# TGFb inhibitor: blocks TGF-b signaling | HepG2 CAGA-GFP TGF-b/SMAD3 reporter, GFP fluorescence, 18 h; TGF-beta stimulated, 500 pg/mL final | Potency, µM (series often up to 46.1 µM), inactives show at the top dose activity, negative = inhibition, usual class: inhibitors | actives 1.2% (n = 410,000); further: potency means the concentration at half of the fitted maximal effect; on the % scale 0 is the no-effect control and ±100 the full control effect; nearly all actives have a fitted effect of over 65% in size
#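 Read-out: total well GFP (ex488/em500-530) summed from mean per-cell fluorescence. Cells: HEPG2 CAGA-GFP, 1% FBS DMEM, 18 h at 37 degrees C with 500 pg/mL final TGF-beta. Unstimulated wells served as the full-inhibition control; stimulated DMSO wells = 0%.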
# Mm-Cpn inhibitor: blocks the Methanococcus maripaludis chaperonin Mm-Cpn; purified Mm-Cpn ATPase, ADP Transcreener TR-FRET; Potency, µM (titrated, usually from 76.9 µM), inactives show at the highest dose activity, negative = inhibition, usual class: inhibitors; actives 0.031% (n = 330,000); AID 504842; further: potency means the concentration at half of the fitted maximal effect; on the % scale 0 is the no-effect control and ±100 the full control effect; nearly all actives have a fitted effect of over 80% in size
#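 Purified archaeal chaperonin (25 nM final) was preincubated with compound for 10 min at 37°C, then ATP (10 uM final) was added for 30 min at 37°C in Tris pH 7.4/KCl/MgCl2/DTT buffer. ADP was quantified by HTRF Transcreener TR-FRET.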
# * = called active by the depositor; i = inactive; ? = inconclusive; · = no result given; & = joins results of further samples; [ ] = dose if it differs, or a comment. Unless noted, the call rests on the fitted dose curve; in most records, active means well fitted curve in the direction sought with a large enough effect; inconclusive means small, poorly fitted or top-dose-only effect, or another doubt; inactive means no such curve, though single readings can be large; an effect the other way counts as inactive or inconclusive.
1. Cc1ccc(OCC(=O)N/N=C/c2cccc3cccnc23)cc1
2. COc1ccc(C(=O)Nc2ccc3c(c2)CCCN3C(=O)c2cccs2)c(OC)c1
3. Cc1ccc(-c2noc(-c3ccccc3C(=O)N3CCCC3)n2)cc1
4. Nc1c(C(=O)N/N=C/c2ccccc2Cl)oc2nc(-c3ccccc3)cc(-c3ccco3)c12
5. COc1cc(CN2CCCCCC2)cc(OC)c1
6. O=C(c1ccc2oc(CCc3ccccc3)nc2c1)N1CCC(O)CC1
Screen / compound no.	1	2	3	4	5	6
Nrf2 ARE act	0.1%	-0.2%&0.2%	3.2%	11%	-0.8%	-1.1%
pAkt inh	i	·	i	i	i	i
A549 tox	1%	-4%&-20%	-12%	6%	2%	-5%
EPAC2 antagonist	-14%	-10%	11%	9%	10%	4%
Nrf2 inh	?	-1%	?	?	4%	?
CCT modulator	-2.5	2.5	1.3	-1.4	1.0	-0.8
EPAC2 ag	19%	9%	9%	2%	1%	0%
TGFb inhibitor	-11%	-11%&1%	2%	-26%	3%	2%
Mm-Cpn inhibitor	0%	0%	0%	-2%	-1%	-2%

# Arranged by value in EPAC2 ag (low to high): three from the list above
item | molecule | EPAC2 ag
6 | O=C(c1ccc2oc(CCc3ccccc3)nc2c1)N1CCC(O)CC1 | 0%
5 | COc1cc(CN2CCCCCC2)cc(OC)c1 | 1%
3 | Cc1ccc(-c2noc(-c3ccccc3C(=O)N3CCCC3)n2)cc1 | 9%

# Next structures
7. CCN1CCN(Cc2ccc(NC(=O)c3ccc(C)c(NC(=O)c4cccc(-c5cn[nH]c(=O)c5)c4)c3)cc2C(F)(F)F)CC1
8. CSc1nc2ccc(S(=O)(=O)N3CCOCC3)cc2s1
9. COc1ccc(-n2c(C)nc(=O)c(-c3ccccc3)c2C)cc1
10. CCOCCCNC(=O)C1(O)c2ccccc2NC(=O)N1c1ccc(Cl)c(Cl)c1 (stereo not given)
11. CC(C)C(NC(=O)c1ccccc1NC(=O)c1ccccc1)C(=O)NCCCn1ccnc1 (stereo not given)
12. CS(=O)(=O)c1cccc(C(=O)Nc2ccc3c(c2)OCCCO3)c1
Screen / compound no.	7	8	9	10	11	12
Nrf2 ARE act	-1.5%	3.5%	-0.4%	0.7%	0.3%	2.5%
pAkt inh	i	i	i	i	i	i
A549 tox	-15%	2%	-9%	1%	-6%	4%
EPAC2 antagonist	11%	2%	3%	3%	-7%	-7%
Nrf2 inh	?	-19%	-7%	0%	-4%	?
CCT modulator	-1.3	-0.7	-0.4	-6.7	-1.7	-2.6
EPAC2 ag	2%	9%	-4%	3%	4%	-3%
TGFb inhibitor	-37%	-8%	12%	0%	-6%	-2%
Mm-Cpn inhibitor	-8%	-2%	?	2%	0%	0%

13. CCOC(=O)c1c(O)c(O)c(C(=O)OCC)n1-c1ccccc1
14. COc1ccc(CCNC(=O)C2CCN(c3nn4c(=O)cc(C)nc4s3)CC2)cc1OC
15. CN(C)CCCn1c(SCC(=O)N2CC(=O)Nc3ccccc32)nc2ccccc2c1=O
16. COc1ccc(NC(=O)c2ccc(-c3c(C)noc3C)c3ccoc23)cc1
17. CC(=O)N1CCc2cc(S(=O)(=O)N3c4ccccc4CC3C)ccc21 (stereo not given)
18. Cc1cccc(Oc2ccc(C(=O)NC3CCSC3=O)cn2)c1C (stereo not given)
Screen / compound no.	13	14	15	16	17	18
Nrf2 ARE act	3.6%	1.4%	0.0%	19%	-0.1%	-0.3%
pAkt inh	i	i	i	i	i	i
A549 tox	3%	7%	-8%	·	-12%	-1%
EPAC2 antagonist	-6%	-1%	5%	-1%	-1%	3%
Nrf2 inh	6%	10%	-8%	·	15µM*	·
CCT modulator	-2.0	0.8	-0.2	1.2	-2.6	0.2
EPAC2 ag	7%	8%	5%	9%	3%	-1%
TGFb inhibitor	-1%	8%	16%	6%	-17%	1%
Mm-Cpn inhibitor	-3%	1%	-2%	·	1%	-1%

19. COc1cc2c(cc1NC(=O)CSc1nc3cc(Cl)ccc3s1)oc1ccccc12
20. Cc1cccn2c(=O)c3cc(S(=O)(=O)c4ccccc4)c(=N)n(CC4CCCO4)c3nc12 (stereo not given)
21. COc1cc2c(cc1OC)[C@@H]1Cc3ccc(OC)c(OC)c3CN1CC2
22. O=C(COc1ccc(Br)cc1CO)Nc1ccc(F)cc1
23. O=C(COC(=O)C1CCN(S(=O)(=O)c2cccs2)CC1)c1ccccc1
24. CCn1ccnc1CN1CCc2c([nH]c3ccccc23)C1C(C)(C)C (stereo not given)
Screen / compound no.	19	20	21	22	23	24
Nrf2 ARE act	4.5%	-1.0%	-0.4%	0.4%	-0.4%	-0.2%[9.22 µM]
pAkt inh	i	i	i	i	i	i
A549 tox	1%	1%	-2%	-5%	-6%	-9%
EPAC2 antagonist	10%	0%	3%	0%	?	-6%
Nrf2 inh	27%	0%	1%	-14%	7%	-17%
CCT modulator	-1.5	-1.7	0.1	-4.5	-0.2	0.7
EPAC2 ag	-1%	2%	5%	-5%	5%	8%
TGFb inhibitor	2%	39%[activator]	-2%	?	16%	-19%
Mm-Cpn inhibitor	1%	4%	2%	3%	-1%	-2%

25. N#Cc1ccc(COc2cccnc2[N+](=O)[O-])cc1
26. CCc1ccc(OCC(O)Cn2c(N3CCCCC3)nc3c2c(=O)[nH]c(=O)n3C)cc1 (stereo not given)
27. CCCS(=O)(=O)N1CCCC(C(=O)NCCCOC(C)C)C1 (stereo not given)
28. O=C(Cn1c(=O)n(-c2ccc(Cl)cc2)c(=O)c2c3c(sc21)CCC3)c1ccccc1
29. CCOC(=O)C1CCCN(Cc2nc(N)nc(Nc3ccc(OC)cc3)n2)C1 (stereo not given)
30. CCN(CC)S(=O)(=O)c1ccc(NC(=O)COc2nc3ccccc3nc2N2CCOCC2)cc1
Screen / compound no.	25	26	27	28	29	30
Nrf2 ARE act	0.3%	-0.7%	-0.8%	-0.7%	-0.9%	0.3%
pAkt inh	i	i	i	·	i	i
A549 tox	5%	-7%	-6%	0%	-1%	2%
EPAC2 antagonist	0%	-9%	3%	·	5%	-3%
Nrf2 inh	2%	-3%	-2%	12%	?	4%
CCT modulator	-2.6	-1.3	-1.9	·	-5.4	-2.9
EPAC2 ag	13%	2%	5%	·	-14%	8%
TGFb inhibitor	11%	-21%	-1%	-7%	-17%	6%
Mm-Cpn inhibitor	0%	-2%	-3%	·	-1%	0%

31. CC(NC(=O)COc1ccc(Br)cc1)C1CCCO1 (stereo not given)
32. Cc1ccc(-n2cccn2)c([C@@H]2C[C@H]3CN(C)C(=O)[C@]34CCCN24)c1
33. Cc1ccc(NC(=O)CCCNC(=O)c2ccc(Cl)cc2)cc1S(=O)(=O)N1CCCCC1
34. CC(=O)Nc1ccc(C2C(=O)c3ccccc3C2=O)cc1
35. COc1ccc(/C=C/C(=O)Oc2ccc(/C=N\NC(=O)c3ccc(F)cc3)cc2)cc1
36. CCC(C)(C)NCC(=O)Nc1ccc(OC(F)(F)F)cc1
Screen / compound no.	31	32	33	34	35	36
Nrf2 ARE act	2.5%	1.6%	-0.1%	2.9%	-0.9%	-0.7%
pAkt inh	i	i	i	i	i	i
A549 tox	12%	6%	-18%	-3%	0%	7%
EPAC2 antagonist	-14%	19%	-16%	-2%	3%	15%
Nrf2 inh	-24%	?	16µM*	4%	15%	-15%
CCT modulator	-0.7	-0.4	-0.1	0.1	-2.0	0.3
EPAC2 ag	3%	0%	12%	8%	6%	1%
TGFb inhibitor	18%	-5%	-7%	7%	11%	7%
Mm-Cpn inhibitor	-4%	2%	1%	2%	-3%	0%

37. Cc1occc1C(=O)NNC(=S)NC(=O)COc1ccc(Cl)cc1Cl
38. CC(C)c1nc(SCC(=O)NC2CCCCC2)c2ccccc2n1
39. COc1ccc(NC(=O)COC(=O)Cn2cnc3ccccc3c2=O)c(OC)c1
40. COc1ccc(NC(=O)CN2CCN(C(=O)C3CCCO3)CC2)c(OC)c1 (stereo not given)
41. Cc1cccc(-c2nnn(C/C(N)=N/O)n2)c1
42. COC(=O)c1ccccc1NC(=O)CSc1nnc(C(C)NC(=O)c2ccc(Cl)cc2Cl)n1C (stereo not given)
43. CC[C@]12c3[nH]c4ccc(Cl)cc4c3CCN1C(=O)[C@@H](CC(=O)NCc1cccc(C(F)(F)F)c1)C[C@@H]2C(=O)N1CCN(C(=O)C2CC2)CC1
44. CCC(=O)N1CCc2cc(S(=O)(=O)N3CCCCCC3)ccc21
45. COc1cc(/C=C2\SC(=S)N(NS(=O)(=O)c3ccccc3)C2=O)ccc1O
Screen / compound no.	37	38	39	40	41	42	43	44	45
Nrf2 ARE act	4.6%	0.2%	-1.5%	0.2%	-0.7%	2.5%	-1.1%	-0.5%	-0.7%
pAkt inh	i	i	i	i	i	i	i	i	i
A549 tox	12%	-3%	1%	3%	0%	-17%	?	-2%	?
EPAC2 antagonist	17%	4%	2%	14%	-2%	11%	5%	3%	?
Nrf2 inh	?	-16%	3%	8%	0%	8%	?	-3%	-13%
CCT modulator	-1.7	-0.2	0.5	-0.8	0.0	1.9	-0.7	-1.0	-1.3
EPAC2 ag	1%	1%	9%	-8%	1%	-2%	-10%	10%	-1%
TGFb inhibitor	-8%	2%	2%	0%	31%[activator]	4%	14µM*	-7%	7%
Mm-Cpn inhibitor	2%	-1%	0%	0%	-2%	-2%	4%	1%	-12%

# An excerpt. The share of hits here may be higher or lower than overall.
